Bioassay records as filed in PubChem.
Cl transport mod = KCC2 cotransporter modulators, thallium flux, primary screen, cell-based, HEK293 KCC2, FluoZin-2 fluorescence, MLSMR; Solute carrier family 12 member 5 (Homo sapiens), Q9H2X9; KCC2 cells, thallium flux FluoZin-2 fluorescence; B-score of Tl+ flux slope (higher = more flux/activation; lower = inhibition) at 10 µM; 190,000 tested, 2.2% active; AID 1456, 2008;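 active means thallium flux slope and its plate-corrected score both differing from the plate sample mean at a set confidence after two filtering rounds, in either direction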;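 further: slope of fluorescence scaled to starting intensity during 10 to 20 s after thallium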
L929 necroptosis = inhibitors of zVAD-triggered necroptosis, primary screen, L929 cells | L929 zVAD necroptosis rescue, ATP luminescence, 24 h; with zVAD 60 µM | viability rescue, % at 10 µM | 220,000 tested, 0.38% active;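 active means activation, scaled between plate controls, above about 75%, limit read from the data; inactive means activation under that limit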;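 further: 0% = zVAD with DMSO and 100% = DMSO alone without zVAD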
PERK inhibitor = block of dimerizer-induced PERK translation repression, primary screen, PERK inhibitor project, CHO PERK-DD cells, SEAP luminescence, HTS; CHO PERK-DD fusion, SEAP luminescence translation reporter; Eukaryotic translation initiation factor 2-alpha kinase 3 (Homo sapiens), Q9NZJ5; 220,000 tested, 0.17% active; inhibition, % at 5.6 µM;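 active means inhibition above the mean inhibition of all tested compounds plus 3 SD, set separately per screening campaign, cut at about 2.9% in these data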;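 further: PERK kinase domain activated by AP20187 dimerizer at 100 nM; 0% = DMSO with dimerizer and 100% = rapamycin at 8.4 µM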
m-calpain inh = inhibitors of pig calpain II, primary screen, biochemical, fluorogenic peptide substrate, 1536-well; 220,000 tested, 0.37% active; AID 1236, 2008; inhibition, % at 16 µM; purified calpain II, 30 min;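 active means inhibition above about 50%, limit read from the data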
EBV gp42 block = Epstein-Barr virus gp42 inhibitors, primary screen, biochemical, uHTS, fluorescence polarization; Fluorescence polarization binding assay, mP read-out; AID 1085, 2008; 220,000 tested, 0.42% active; Glycoprotein 42 (Epstein-Barr virus (strain AG876)), Q1HVG2; inhibition, % (tested at 21.74 µM); in the data active means inhibition above about 50%
Target sequence (Q1HVG2 whole entry, looked up): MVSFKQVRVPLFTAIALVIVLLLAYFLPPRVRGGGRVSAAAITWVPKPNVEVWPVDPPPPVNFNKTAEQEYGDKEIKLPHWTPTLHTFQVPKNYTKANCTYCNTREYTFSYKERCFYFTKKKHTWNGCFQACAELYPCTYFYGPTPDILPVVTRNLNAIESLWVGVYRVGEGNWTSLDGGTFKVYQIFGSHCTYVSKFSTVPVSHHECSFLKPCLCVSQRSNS
MDM2 E3 inh = MDM2-luciferase reporter signal enhancers, primary screen, MDM2 E3 ligase inhibitor project, cell-based, luminescence, 1536-well; cell-based MDM2 ubiquitination luciferase reporter, 2 h; 0 = plate control, 100 = twice control, blank-subtracted; signal enhancement, % at 5 µM; 210,000 tested, 0.11% active; AID 1230, 2008;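 active means signal enhancement of 30% or more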;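 further: luminescence tracks abundance of the self-degrading MDM2-luciferase fusion protein; higher signal means inhibition of MDM2 E3 ligase activity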
Target sequence (Q00987 whole entry, looked up, the tested form may be a part): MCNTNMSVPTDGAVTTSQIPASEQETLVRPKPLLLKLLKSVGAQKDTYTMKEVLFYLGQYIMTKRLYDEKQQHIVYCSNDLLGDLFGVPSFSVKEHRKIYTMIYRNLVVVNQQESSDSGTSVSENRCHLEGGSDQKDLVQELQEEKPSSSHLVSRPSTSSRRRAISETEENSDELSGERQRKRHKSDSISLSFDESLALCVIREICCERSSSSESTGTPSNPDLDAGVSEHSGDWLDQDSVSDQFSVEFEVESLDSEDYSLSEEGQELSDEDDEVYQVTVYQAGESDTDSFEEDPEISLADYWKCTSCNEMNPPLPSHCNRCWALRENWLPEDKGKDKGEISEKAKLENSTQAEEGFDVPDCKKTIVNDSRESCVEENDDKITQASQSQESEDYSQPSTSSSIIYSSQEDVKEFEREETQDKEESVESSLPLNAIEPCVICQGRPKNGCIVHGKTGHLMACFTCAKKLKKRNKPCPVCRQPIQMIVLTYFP
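Test system: stable mammalian line carrying autodegrading MDM2–luciferase fusion reporter; quantity: 2000 cells in each well; times: 4 h cell settling then 2 h compound exposure, 37 °C; detection: luminescence with SteadyLite reagent, 15 min at room temperature; evaluation: percent signal gain over controls, blank-subtracted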
eIF4E 4G PPI = eIF4E–eIF4G protein interaction inhibitors, primary screen, biochemical, uHTS, TR-FRET, eIF4GI fragment. inhibition, % at 21.7 µM. 220,000 tested, 0.37% active. TR-FRET eIF4E-eIF4GI(517-606) binding, 2 h. Eukaryotic translation initiation factor 4E (Mus musculus) + Eukaryotic translation …;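 active means inhibition above about 30%, limit read from the data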;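 further: 0% = full FRET control wells and 100% = background wells lacking eIF4GI fragment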
Rad51 HR inh = human RAD51 strand exchange inhibitors, primary screen, biochemical, fluorescence; DNA repair protein RAD51 homolog 1 (Homo sapiens), Q06609; hRad51 DNA strand exchange, fluorescence dequenching; inhibition, % at 10 µM; 200,000 tested, 0.085% active;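 active means inhibition above 40% at the single screening dose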;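 further: 0% = DMSO control wells and 100% = blanks with heterologous ssDNA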
Target sequence (Q06609 whole entry, looked up): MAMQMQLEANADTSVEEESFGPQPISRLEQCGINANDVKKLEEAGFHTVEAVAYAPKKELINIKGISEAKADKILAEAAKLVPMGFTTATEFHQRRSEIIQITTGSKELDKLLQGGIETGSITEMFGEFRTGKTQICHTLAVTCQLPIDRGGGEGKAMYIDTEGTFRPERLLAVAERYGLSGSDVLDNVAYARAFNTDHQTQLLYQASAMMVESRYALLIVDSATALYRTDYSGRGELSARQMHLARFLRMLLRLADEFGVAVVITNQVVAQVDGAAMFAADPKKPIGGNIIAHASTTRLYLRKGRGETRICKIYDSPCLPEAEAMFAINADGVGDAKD
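material = hRad51 filaments on single-stranded DNA | reagent = Donor/quencher-labelled 47-bp dsDNA substrate | compound = 10 µM final, single point | schedule = strand-exchange reaction 15 min at room temperature | measured by = fluorescein emission 520 nm, excitation 485 nm | read-out basis = % inhibition versus plate control and blank means | benchmarks = plate controls and plate blanks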
TNF death inh = inhibitors of TNF-alpha triggered necroptosis, primary screen, cell-based, Jurkat FADD-/-, single concentration | AID 463075, 2010 | 220,000 tested, 0.068% active | Jurkat FADD-/- TNF necroptosis rescue, ATP luminescence, 24 h; 0 = TNF only, 100 = no-TNF cells | activation (protection from cell death), % at 10 µM;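 active means activation, meaning protection from cell death, of at least 50% relative to plate controls; inactive means activation below 50%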;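 further: necroptosis triggered by 40 ng/mL TNF-alpha added together with compound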
* marks the source's active call; other numbers are inactive results; i = inactive; · = not tested or not shown; [ ] = another dose, or the depositor's remark.

SMILES	Cl transport mod	L929 necroptosis	PERK inhibitor	m-calpain inh	EBV gp42 block	MDM2 E3 inh	eIF4E 4G PPI	Rad51 HR inh	TNF death inh
Cc1ccc(OCC(=O)Nc2ccc(N3CCOCC3)cc2)c([N+](=O)[O-])n1	·	-0.1	0.1	-17	-8	13	0	3	-0.5
O=C(Cc1ccc(Br)cc1)NC1CCCCC1	-0.37	0.2	-0.7	-7	-4	-1	3	0	8.6
COc1ccccc1C(=O)Nc1ccc(C(=O)O)cc1	·	-0.2	1.2	17	-5	-2	-2[fluorescence artefact?]	-2	-0.9
CCCCC(=O)NC1(C(F)(F)F)NC(=O)N(Cc2ccccc2)C1=O (centres undefined)	-0.48	0.7	0.0	28	-3	-9	6	4	0.8
COc1ccc(Oc2ccc(N/C=C3\CCCC3=O)cc2)cc1	0.36	0.4	0.2	9	-5	3	8	5	0.3
O=C(NC1CCN(C(=O)N2CCOCC2)CC1)c1ccccc1	·	0.5	1.0	5	-30	2	-3	-5	0.8
CCc1nc(N[C@H](C(=O)O)C(C)C)c2oc3ccccc3c2n1	-3.6	1.2	0.1	6	4	-15	-4	4	4.4
COc1ccccc1-n1c(-c2ccccc2)c[nH]c1=S	-0.53	-1.0	-0.1	15	-13	-14	1	-2	-0.8
O=C(CSc1nnc(Cc2ccccc2)n1-c1cccc(Cl)c1)NNC(=O)Cc1ccccc1	0.44	0.1	0.8	-2	-4	13	-3	·	2.1
O=C(O)c1cccc(Nc2nc(Nc3ccccc3)nc(N3CCCC3)n2)c1	-3*	34	0.0	-70	-5	27	-4	2	-0.2
CC(=O)N1CCCc2ccccc21	·	0.6	1.3	13	-2	·	-2	·	0.7
C/C(CC(=O)Nc1cc(C)ccn1)=N\NC(=O)C(=O)NC(C)C	0.96	0.5	2.6	-34	-30	-17	0	-46	0.2
COC(=O)c1sc2ncccc2c1OCc1ccc(Cl)cc1Cl	0.15	-0.1	1.6	-24	-6	-4	-5	-2	-5.2
Cc1nc(Cl)c2c(n1)NC1=C(O2)C(=O)CCC1	i	-0.2	0.1	-338	136*	2	-4	-10	-0.1
CCn1cc(C(=O)NCCN(C)CCc2ccccc2)c(=O)c2cc(S(=O)(=O)N(C)C)ccc21	0.5	-0.2	0.1	-8	-12	-16	5	-9	0.6
O=C(CN1C(=O)COc2ccccc21)NCc1ccccn1	0.67	0.0	0.5	13	-5	-34	-1	1	-1.1
O=C(CN1C2=NCCN2c2ccccc21)c1ccc(Br)s1	-0.3	-0.3	-0.7	-5	8	-9	-1	4	4.1
COC(=O)c1ccc(Cn2cnc3ccccc3c2=O)cc1	0.71	1.0	0.0	-1	-14	-25	-1	5	2.3
O=C(OCC(=O)N1CCc2ccccc21)c1c2c(nc3ccccc13)CCCC2	-1	1.9	-0.5	-32	-7	-13	0	-5	-6.3
Cc1cc(C(=O)OCC(=O)NC(C)C)c(C)o1	-0.062	-0.9	0.6	-4	-26	-7	-1[fluorescence artefact?]	·	1.2
CC1=NNC(=O)C1C(c1cccc(O)c1)C(C#N)C#N (centres undefined)	-0.6	0.6	2.1	18	2	-10	-7	20	-3.4
Cn1c(=O)c2c(ncn2CC(COCc2ccc(Cl)cc2)OCc2ccc(Cl)cc2)n(C)c1=O (centres undefined)	-2.8	-0.7	-1.4	-6	-12	-10	0	6	0.0
CCCC(=O)Nc1ccccc1NC(=O)c1cc(OC)c(OC)c(OC)c1	·	-1.4	-2.0	18	9	-18	-12	0	1.6
N#C/C(=C(/O)Cc1cccc2ccccc12)c1nc2ccccc2s1	-0.025	0.7	1.4	-61	4	-17	-9	0	0.4
O=c1c2ccccc2c(/C=N/c2nnc(Cc3ccccc3)s2)c(O)n1-c1ccc(Cl)cn1	-2.5	·	-0.5	-98	-73	-10	-2[fluorescence artefact?]	·	-9.5

Another view of part of the listing above.
SMILES,Cl transport mod,L929 necroptosis,PERK inhibitor,m-calpain inh,EBV gp42 block,MDM2 E3 inh,eIF4E 4G PPI,Rad51 HR inh,TNF death inh
O=C(NC1CCN(C(=O)N2CCOCC2)CC1)c1ccccc1,·,0.5,1.0,5,-30,2,-3,-5,0.8
CCc1nc(N[C@H](C(=O)O)C(C)C)c2oc3ccccc3c2n1,-3.6,1.2,0.1,6,4,-15,-4,4,4.4
COc1ccccc1-n1c(-c2ccccc2)c[nH]c1=S,-0.53,-1.0,-0.1,15,-13,-14,1,-2,-0.8
O=C(CSc1nnc(Cc2ccccc2)n1-c1cccc(Cl)c1)NNC(=O)Cc1ccccc1,0.44,0.1,0.8,-2,-4,13,-3,·,2.1
O=C(O)c1cccc(Nc2nc(Nc3ccccc3)nc(N3CCCC3)n2)c1,-3*,34,0.0,-70,-5,27,-4,2,-0.2

Next part:
SMILES	Cl transport mod	L929 necroptosis	PERK inhibitor	m-calpain inh	EBV gp42 block	MDM2 E3 inh	eIF4E 4G PPI	Rad51 HR inh	TNF death inh
O=S(=O)(c1ccccc1)c1cnn(-c2ccccc2)c1-c1ccc(Cl)cc1	-1.4	0.1	-1.2	9	-7	-21	1	5	-2.9
COc1ccc2cc3cc(C(=O)NCC4COc5ccccc5O4)oc3nc2c1 (centres undefined)	·	0.4	-0.4	i	-21	6	3	·	-9.2
O=C(/C=C/c1ccccc1)NC(=S)Nc1ccccc1C(=O)NC1CCCCC1	-1.8	1.3	-0.7	-46	-7	-12	-4	2	2.6
Cc1oc(C(C)(C)C)cc1C(=O)NC(Cc1ccccc1)C(=O)O (centres undefined)	-1.9	3.1	0.5	13	-1	-5	4	2	1.4
CCOc1ccc(-n2cc(C(=O)Nc3cccc(OC)c3)c3cc(OC)c(OC)cc3c2=O)cc1	-0.42	-0.1	-1.3	-206	-12	·	-1	-2	-1.8
Fc1ccc(CNc2ncnc3c2cnn3-c2ccccc2)cc1	-0.88	0.0	0.2	36	0	-15	4	8	0.3
COc1ccc(CCNC(=O)c2cc(S(=O)(=O)N3CCC4(CC3)OCCO4)ccc2F)cc1OC	0.51	2.3	-0.6	-36	-10	-20	-2	-5	0.3
CC1=C(C)/C(=N\OS(=O)(=O)c2ccc(C)cc2)C=CC1=O	-1.2	0.0	-1.4	-31	-3	20	14[fluorescence artefact?]	-1	-12
O=C(Oc1nsnc1N1CCCCC1)N1CCOCC1	1.2	0.8	0.6	-23	-6	0	4	-3	-2.0
CCOC(=O)Cc1csc(NC(=O)C(CC(C)C)NC(=O)C2CCCCC2)n1 (centres undefined)	0.11	0.0	1.3	34	4	-10	-3	-8	0.6
CCC(=O)N(CCC(c1ccco1)c1ccccc1OC)Cc1cccs1 (centres undefined)	-1.9	-0.3	-0.3	-11	-8	-55	0	2	-1.0
CC(=O)NN1C(=O)/C(=C/c2ccc(C(C)C)cc2)SC1=S	-0.85	0.5	1.1	0	-8	9	23[fluorescence artefact?]	-3	0.8
O=C(O)c1ccccc1CSc1nc2ccccc2n1Cc1ccccc1C(=O)O	0.61	-0.4	1.9	-15	-8	-17	1	·	0.2
COC1CCN(C(=O)CC2C(=O)NCCN2CC(C)(C)C)CC1 (centres undefined)	1.4	-0.2	1.8	-27	-3	-29	2	·	0.4
CSc1ncccc1C(=O)N1CCCC(C(=O)c2cc(F)ccc2F)C1 (centres undefined)	1.6	0.0	-0.6	-19	-7	-13	0	-15	-1.2
c1ccc(COc2ccccc2CNC23CC4CC(CC(C4)C2)C3)cc1	0.98	1.2	-0.8	-14	-17	-3	0	-31	-0.9
C/C(=N/NC(=O)c1cccs1)c1cccs1	4.8	0.4	0.6	-5	-5	-16	-3	·	0.2
Cc1ccccc1NC1=C/C(=N\S(=O)(=O)c2cccs2)c2ccccc2C1=O	-0.6	22	-0.1	-3	-16	·	-14[fluorescence artefact?]	-2	-27
Cc1cccc(-c2ncc(CN3CCN(C4CCCC4)C(CCO)C3)cn2)c1 (centres undefined)	-0.17	0.2	-0.2	-10	-13	-27	1	7	1.5
Cc1c(Cc2ccc3c(c2)OCO3)sc(NC(=O)C2CC2)c1C(N)=O	0.018	-0.1	-1.4	11	-18	-15	1	25	2.1
Cc1ccc(CSCCNC(=O)CN(c2cc(C)ccc2C)S(C)(=O)=O)cc1	-0.43	-0.7	0.9	-3	-5	-15	2	0	0.0
CCOC(=O)COc1cccc2c(=O)n(CC(=O)N3CCN(C(=O)OCC)CC3)ccc12	·	1.1	-0.3	-3	0	-10	-4	2	-0.4
S=C(NCc1ccccc1)NCc1ccccn1	-0.23	0.9	0.1	-24	-11	-8	1	-8	0.5
C/C(=N\NC(=O)CC1(C)OCCO1)c1cccs1	0.56	-0.2	0.6	14	-5	-5	-9[fluorescence artefact?]	0	-0.1
Cc1cccnc1Nc1nc(-c2ccc(O)cc2O)cs1	·	3.2	0.2	7	10	-18	2[fluorescence artefact?]	21	-5.4
Continued.
SMILES	Cl transport mod	L929 necroptosis	PERK inhibitor	m-calpain inh	EBV gp42 block	MDM2 E3 inh	eIF4E 4G PPI	Rad51 HR inh	TNF death inh
c1ccc(-c2csc(N3CCc4ccccc4C3)n2)cc1	0.32	0.1	1.4	-2	-4	-4	1	1	-3.0
CC(C)C(c1nnnn1Cc1ccccc1)N(CCCO)Cc1cc2cc3c(cc2[nH]c1=O)OCO3 (centres undefined)	-0.27	-0.3	1.1	-21	5	4	-8	-2	-6.9
O=S(=O)(c1ccc(NC(=S)NN=C(C2CC2)C2CC2)cc1)N1CCOCC1	3.5	0.7	1.0	-22	-15	-6	2	10	0.6
CCn1c(O)c(N=NC(=O)c2cccc(S(=O)(=O)N3CCCCC3)c2)c2ccccc21	-0.095	1.9	-0.9	-43	7	·	3	·	1.8
O=c1c2cc(N3CCOCC3)ccc2[nH]c(=S)n1Cc1cccc(Cl)c1	·	-0.1	-0.1	-152	-8	-6	1	-11	-0.1
COC(=O)CSC1=NS(=O)(=O)c2ccccc21	-0.026	-0.1	1.2	-14	-22	-6	5[fluorescence artefact?]	3	-2.0
COc1ccc2nc(NC(=O)CSc3nnnn3C)sc2c1	0.28	53	0.1	14	-17	-4	0	0	1.2
COc1ccc(NS(=O)(=O)c2cc(NC(=O)/C=C/c3cc(OC)ccc3OC)ccc2N2CCCCC2)cc1	0.1	2.3	-0.8	-109	-20	4	13[fluorescence artefact?]	6	3.0
CCOC(=O)C1=C(CSc2nc(-c3ccccc3)ccc2C#N)OC(N)=C(C#N)C1c1ccc(OC)cc1 (centres undefined)	-0.4	0.4	1.1	i	-105	-12	-25	-15	-5.3
CC(=O)N(C)c1ccc(NC(=S)Nc2cccc3ccccc23)cc1	-1.4	0.6	-1.4	-8	5	-15	2	0	1.0
